Source: PubChem
WT yeast gro inh: growth inhibition of WT yeast, mitochondrial fusion screen | inhibition, % at 10 µM | mitochondrial fusion phenotypic screen, WT strain | actives 2.1% (n = 190,000); in the data active = inhibition above about 58%; tested in S. cerevisiae
West Nile antiviral: West Nile virus antiviral activity, cell-based, CPE readout (AID 1621); West Nile virus-infected cells, CPE inhibition; higher % means a stronger effect; one-dose CPE inhibition, % at 10 µM; IC50 in µM for titrated hits; actives 0.02% (n = 290,000); in the data active = a potency from the dose series; also: strong numbers were not always called active
MT stabilize HCS: microtubule stabilizers in HeLa cells. HeLa tubulin immunostaining HCS, 24 h; share of cells brighter than vehicle mean+2SD. % tubulin-high responders, % at 10 µM. actives 0.83% (n = 200,000);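 active = plate Z-score above 3 for both tubulin-high and condensed-nucleus cell shares, with cell loss under 80%, at 10 µM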;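 also: anti alpha tubulin signal scored within the nucleus-defined area of each cell; some results filed as inactive read as strong as hits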
T cell HTS: T cell immune modulators affecting CD8 T cell-vesicle binding; calls only at 7 µM; actives 0.068% (n = 330,000); 2C CD8+ T cell-vesicle binding, flow cytometry; hits give low values;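 active = response, share of CD8 T cells binding vesicles, and their 90th percentile fluorescence all below set limits, cut at about 80% in these data, passing the limit was not always enough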
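Assay system: 2C TCR transgenic mouse naive CD8+ T cells, MACS-purified | Read-out: CD8+ gate FL2 mean fluorescence as % of same-row positive control | Signal: High-throughput flow cytometry with anti-B7-1 and anti-CD8 staining | Timing: Binding step 1.5 h, 37 °C, antibody labelling 20 min, ice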
bCat nuc transl: alters nuclear translocation of beta-catenin in HeLa cells; immunofluorescence imaging; nuclear translocation activity, % at 5 µM; actives 0.3% (n = 190,000);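 active = nuclear translocation activity above 50% at 5 µM, with a well cell count of 50 or more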;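 also: per-cell ratio of nuclear to cytoplasmic median beta-catenin stain intensity; plate controls were DMSO negative control for no effect and GSK-3 inhibitor IX positive control for full effect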
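Test system: human HeLa cell line; Doses: 5 µM primary, 0.02–20 µM confirmation; Incubation: 24 h compound exposure, 37°C; Detection: beta-catenin immunofluorescence imaging with DAPI; Read-out: beta-catenin nuclear/cytoplasmic ratio, % activation.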
Hep lipid drop: modulators of hepatic lipid droplet formation; AML12 mouse hepatocytes, oleate lipid droplets, BODIPY imaging; inhibition, % at 6.5 µM; actives 0.4% (n = 240,000);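 active = lipid droplet intensity inhibited by at least 50%, with more than 500 cells counted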
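Test system: AML12 mouse liver cells; schedule: overnight exposure; technique: high-content imaging of BODIPY-stained droplets and DAPI nuclei; read-out: % inhibition of corrected integrated BODIPY droplet signal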
Ins promoter up: MIN6 insulin promoter up-regulation | AID 1625 | z-score at 5 µM | actives 0.3% (n = 190,000) | MIN6 insulin promoter-GFP reporter, high-content imaging; hits give high values;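 active = z-score above 3 at 5 µM with at least 500 cells counted in the well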
Myeloid diff 2: compounds promoting myeloid differentiation | ER-HoxA9 myeloid progenitors, lysozyme-GFP differentiation, flow cytometry | calls only at 10 µM | actives 1% (n = 360,000);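 active = normalized GFP-positive differentiation at or above the plate's own cutoff, the solvent-only control mean plus 3 SD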;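 also: cells exposed to compound for four days before flow analysis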
Autophagy mod: autophagy modulation, high-content screen | MEF GFP-LC3 puncta imaging; test concentration mostly 10 µM | calls only at 10 µM (by protocol) | actives 0.98% (n = 190,000);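 active = percentage of spot-positive cells more than 3 SD above its plate mean, without a fluorescence outlier flag or 80% toxicity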;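 also: spot-positive cell cutoff set from DMSO-treated cells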
WT yeast gro inh mutant strain: further read-out of WT yeast gro inh, marked with its call; inhibition, %; mitochondrial fusion phenotypic screen, mutant strain inhibition
Ins promoter up cell count: further read-out of Ins promoter up, marked with its call; cell count; measured here: cytotoxicity, nuclei count;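 total cells summed across four imaged fields per well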
Hep lipid drop cells 6.5 µM: also measured in Hep lipid drop; calls as there; cell count; measured here: cell count, cytotoxicity flag;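 cells counted across two imaged fields per well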
bCat nuc transl cell count 5 µM: further read-out of bCat nuc transl, marked with its call; cell count; measured here: cell count, cytotoxicity flag
T cell HTS vesicle-bound %: recorded beside T cell HTS, whose call it bears; double positive events, %; measured here: CD8+ vesicle-bound cell fraction;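 binding gate set so that unloaded-vesicle control wells show 10% double positive cells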
MT stabilize HCS Hoechst-high %: further read-out of MT stabilize HCS, marked with its call; % Hoechst-high responders; measured here: nuclear condensation Hoechst responders;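 share of cells brighter than vehicle mean plus two SD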
MT stabilize HCS cytotoxicity %: further read-out of MT stabilize HCS, marked with its call; toxicity, %; measured here: cytotoxicity by cell density;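 0% = mean cell density of plate MIN control wells and 100% = no cells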
Autophagy mod cell loss 18 h: second read-out of Autophagy mod, no call of its own (marks repeat the call); toxicity, %; measured here: cell loss, nuclei count;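 cell loss after 18 h compound exposure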
Myeloid diff 2 GFP+ MAC1+ %: further read-out of Myeloid diff 2, marked with its call; GFP+ MAC1+ double positive, %; measured here: differentiation confirmed by MAC1 staining
* hit, by the source's call; i = inactive; . = not tested or not shown.

SMILES	WT yeast gro inh	WT yeast gro inh mutant strain	West Nile antiviral	MT stabilize HCS	MT stabilize HCS Hoechst-high %	MT stabilize HCS cytotoxicity %	T cell HTS	T cell HTS vesicle-bound %	bCat nuc transl	bCat nuc transl cell count 5 µM	Hep lipid drop	Hep lipid drop cells 6.5 µM	Ins promoter up	Ins promoter up cell count	Myeloid diff 2	Myeloid diff 2 GFP+ MAC1+ %	Autophagy mod	Autophagy mod cell loss 18 h
CC(=O)c1ccc(N2CCN(S(=O)(=O)c3ccc4c(c3)CC(C)N4C(C)=O)CC2)cc1 (stereo not drawn)	.	.	-0.6%	.	.	.	i	45.6	.	.	-2.1	758	.	.	i	1.1	.	.
COc1cc(C)ccc1OCCOCCOc1ccccc1[N+](=O)[O-]	-17.5	-8.7	-0.4%	1.7	2.2	10.7	i	43.5	3.8	1148	10.7	719	-0.39	1411	i	0.5	i	10.2
Cc1ccc(NS(=O)(=O)c2cccc3nsnc23)cc1C	.	.	-0.8%	.	.	.	i	35.3	.	.	-17.4	605	.	.	i	0.7	.	.
CC1(C)NC(=O)N(Cc2cc(=O)n3ccsc3n2)C1=O	.	.	-0.5%	.	.	.	i	33.0	-5.5	1174	-2.1	697	-0.15	1447	i	0.3	.	.
CC(=O)N(C)c1ccc(N=Cc2c(O)ccc3ccccc23)cc1	.	.	0.5%	.	.	.	i	33.2	.	.	-1.3	822	.	.	i	0.8	.	.
O=S(=O)(c1cccc2nsnc12)N1CCNCC1	.	.	-0.3%	.	.	.	i	27.4	.	.	-0.8	786	.	.	i	1.9	.	.
O=C(NC1CCCCC1)C(c1ccco1)N(Cc1cccs1)C(=O)Cn1nnc2ccccc21 (stereo not drawn)	.	.	.	3.1	2.5	9.2	i	38.1	1.5	1111	.	.	.	.	i	7.8	i	12.4
CCOc1cc(N2CCOCC2)c(OCC)cc1NC(=O)c1ccc(OC(C)C)cc1	1.1	2.6	-0.4%	4.9	1.3	10.3	i	31.8	-1.8	1094	24.1	677	-0.15	1325	i	0.1	i	9.3
COc1ccc(-c2noc(CSc3ccccc3)n2)cc1OC	2.1	7.8	0.3%	3.8	3.0	8.0	i	47.1	3.5	1388	.	.	0.15	1240	i	0.0	i	12.9
O=C(CSc1nnnn1-c1ccc2c(c1)OCCO2)OC1CCCCC1	9.1	5.8	0.1%	2.7	0.7	6.6	i	29.2	-3.8	1098	-10.3	676	.	.	i	1.1	i	-4.0
O=C(NC(=O)c1ccccc1)Nc1ccccc1	.	.	-0.4%	.	.	.	i	24.3	.	.	3.3	813	.	.	i	0.5	.	.
CCC(=O)N(C1=C(NC)C(=O)c2ccccc2C1=O)C(C)C	-3.7	7.5	0.0%	2.5	2.1	7.7	i	47.3	-0.1	1063	-5.2	705	-0.22	1229	i	1.2	i	4.3
COc1ccccc1CC1(C)NC(=O)N(CC(=O)N2CCc3ccccc3C2)C1=O (stereo not drawn)	-8.6	8.3	-0.7%	1.6	1.6	7.5	i	35.9	-0.5	1116	.	.	-1.05	1072	i	2.0	i	-17.8
CC1CCCC(NC(=O)CSc2nccn2C)C1C (stereo not drawn)	-7.8	-14.2	0.0%	3.1	3.3	9.2	i	28.8	-5.1	995	.	.	-0.21	1206	i	1.0	i	-12.4
O=C(O)CCCN1C(=O)C(=O)/C(=C(/O)c2ccc(Cl)cc2)C1c1ccccc1 (stereo not drawn)	.	.	0.1%	.	.	.	i	41.4	-0.8	1272	.	.	0.58	1434	i	0.4	.	.
NC(=S)Nc1cc(Cl)ccc1Cl	.	.	0.2%	.	.	.	i	34.9	2.1	1259	-10.9	690	-0.19	1027	i	0.6	.	.
COc1ccc(S(=O)(=O)NC2CCSc3ccccc32)cc1OC (stereo not drawn)	.	.	0.2%	.	.	.	i	25.1	.	.	-2.2	807	.	.	i	1.1	.	.
O=C(CCCCCNc1nc(=S)[nH]c2ccccc12)NCCc1c[nH]c2ccccc12	6.4	-2.7	0.1%	4.8	2.2	5.0	i	8.0	-2.1	1142	-5.8	500	0.02	1481	i	0.7	i	2.1
CCN(CC)c1nc(=S)nc(NC(C)(C)C)[nH]1	36.8	7.0	-0.7%	3.0	1.2	4.6	i	42.7	-0.4	1316	.	.	0.06	1573	i	9.5	i	-27.3
O=C(O)c1cccc2c3c([nH]c12)CCCC3	.	.	0.1%	.	.	.	i	64.7	.	.	-0.3	799	.	.	i	0.7	.	.
Cc1ccc(NC(=O)c2c(-c3c(F)cccc3Cl)noc2C)cc1F	5.3	-3.7	0.1%	4.0	1.2	3.7	i	24.1	-2.7	964	.	.	-0.24	1041	i	0.7	i	-15.2
CCOc1ccc(N2C(=O)CC(N3CCOCC3)C2=O)cc1 (stereo not drawn)	-5.8	13.8	-0.3%	1.9	2.5	4.7	.	.	-5.7	982	.	.	1.14	1214	i	6.4	i	29.5
Cc1c(Cl)cccc1NC(=O)c1cccc(NC(=O)CCC(=O)O)c1	9.6	20.1	-0.2%	0.9	0.8	16.2	i	50.8	-3.4	1263	2.0	757	0.18	984	i	1.1	i	-7.5
CCOC(=O)C1=C(c2ccccc2)NC(=S)NC1c1ccc(Cl)c([N+](=O)[O-])c1 (stereo not drawn)	1.2	-25.3	-1.7%	3.1	2.3	13.5	i	43.3	-2.7	1012	3.7	641	0.13	1368	.	.	i	14.1
O=C(CCCn1c(=S)[nH]c2cc3c(cc2c1=O)OCO3)N1CCN(c2ccccn2)CC1	43.8	-4.4	0.2%	1.9	1.5	8.2	.	.	0.1	1366	.	.	0.03	1540	i	0.6	i	4.7

Brought forward from above: 2 entries, followed by the next part.
SMILES	WT yeast gro inh	WT yeast gro inh mutant strain	West Nile antiviral	MT stabilize HCS	MT stabilize HCS Hoechst-high %	MT stabilize HCS cytotoxicity %	T cell HTS	T cell HTS vesicle-bound %	bCat nuc transl	bCat nuc transl cell count 5 µM	Hep lipid drop	Hep lipid drop cells 6.5 µM	Ins promoter up	Ins promoter up cell count	Myeloid diff 2	Myeloid diff 2 GFP+ MAC1+ %	Autophagy mod	Autophagy mod cell loss 18 h
CCOC(=O)C1=C(c2ccccc2)NC(=S)NC1c1ccc(Cl)c([N+](=O)[O-])c1 (stereo not drawn)	1.2	-25.3	-1.7%	3.1	2.3	13.5	i	43.3	-2.7	1012	3.7	641	0.13	1368	.	.	i	14.1
O=C(CCCn1c(=S)[nH]c2cc3c(cc2c1=O)OCO3)N1CCN(c2ccccn2)CC1	43.8	-4.4	0.2%	1.9	1.5	8.2	.	.	0.1	1366	.	.	0.03	1540	i	0.6	i	4.7
CCOC(=O)CN(C(=O)CSc1nnc2c(n1)[nH]c1ccc(F)cc12)c1ccccc1	-0.1	-2.5	0.0%	2.9	2.0	8.9	i	24.7	-3.4	1346	.	.	0.91	1627	i	1.1	i	12.3
COc1ccc(NC(=O)c2ccc3[nH]c(=O)c(=O)[nH]c3c2)c(OC)c1	.	.	0.2%	.	.	.	i	28.8	.	.	-10.8	721	.	.	i	1.5	.	.
Cc1ccc(NC(=O)CCN2CCN(C/C=C/c3ccccc3)CC2)cc1	14.3	33.8	-0.3%	3.9	2.9	6.1	i	10.9	0.2	1181	-2.1	775	-0.09	866	i	0.6	i	14.5
O=[N+]([O-])CC(=Nc1ccc(F)cc1)N/N=C\c1oc(O)c2ccccc12	.	.	0.1%	.	.	.	i	41.8	0.7	1262	15.7	676	-1.05	1029	.	.	.	.
CC(=O)Nc1nnc(SCc2cc(=O)c(OC(=O)c3ccccc3)co2)s1	6.3	5.4	-0.5%	3.2	1.2	2.6	i	27.4	-1.1	1064	-0.7	673	0.31	1301	i	1.1	i	-2.7
NS(=O)(=O)c1ccc(CCNC(=O)C2CCC(Cn3c(=S)[nH]c4ccccc4c3=O)CC2)cc1 (stereo not drawn)	-2.6	-17.4	0.1%	2.2	1.4	7.8	i	53.0	3.5	1045	-0.5	702	-0.42	1636	i	0.2	i	9.4
Cn1c(=O)c2cc(S(=O)(=O)NCCC(=O)NC3CCCCCCC3)ccc2n(C)c1=O	-4.5	5.2	-0.1%	4.2	3.0	8.6	i	10.0	-0.9	1306	.	.	-1.7	1205	i	5.8	i	-4.5
COc1ccc(-n2nc3c(c2NC(=O)c2ccc(N4C(=O)CCC4=O)cc2)CSC3)cc1	-9.6	14.4	0.0%	1.3	1.9	7.0	i	26.7	0.8	1055	3.8	673	.	.	i	0.3	i	-8.3
COc1ccc(C)cc1N(C(=O)Cn1nnc(-c2ccc(C)o2)n1)C(C(=O)NC1CCCC1)c1ccncc1 (stereo not drawn)	.	.	-1.1%	.	.	.	i	22.4	.	.	-20.1	749	.	.	i	0.2	.	.
O=C(O)c1ccc(NC(=O)c2cccc(N3C(=O)C4C5CCC(C5)C4C3=O)c2)cc1 (stereo not drawn)	1.9	-14.7	0.6%	3.6	3.0	7.8	i	51.9	-3.1	585	-4.6	696	0.06	1320	i	0.3	i	-2.6
COc1ccc(C(=O)CC(=O)C(=O)Nc2cccc(C(C)=O)c2)cc1	.	.	-0.2%	.	.	.	i	8.3	.	.	-9.8	403	.	.	i	0.5	.	.
O=C(CCN1C(=O)S/C(=C\c2cccs2)C1=O)NC1=NCCS1	31.5	19.9	-0.3%	3.2	2.7	10.1	i	31.9	.	.	-1.8	653	0.05	1279	i	1.1	i	-8.3
CC1C(=O)OC(c2ccc(Cl)cc2)C(C)(C)C1=O (stereo not drawn)	.	.	0.8%	.	.	.	i	53.7	.	.	-31.0	805	.	.	i	0.3	.	.
C=CCNC(=S)NNC(=O)c1csc(CC)c1	-16.1	-0.6	-0.6%	2.7	1.9	1.8	i	28.4	-0.2	428	-5.6	687	0.11	1112	i	0.3	i	-9.9
CC(C)Sc1nc2[nH]ncc2c(=O)[nH]1	9.2	-3.1	-0.5%	2.8	1.4	6.5	i	59.7	2.4	815	-16.9	650	-0.09	1568	i	0.2	i	-0.2
O=C(NCCN1CCOCC1)C1CC(=O)N(c2ccc(F)cc2)C1 (stereo not drawn)	.	.	-0.2%	.	.	.	i	40.1	.	.	3.5	829	.	.	i	0.4	.	.
Cc1[nH]c2ccccc2c1/C=N/Nc1nncn1N	-5.8	5.1	0.3%	1.6	3.1	8.1	i	21.6	0.4	1512	0.8	725	0.32	1442	i	0.6	i	0.8
COC(=O)c1ccc2c(=O)n(CCCCCC(=O)O)c(=O)[nH]c2c1	-8.6	-7.8	-0.2%	5.0	1.7	7.4	i	52.4	1.2	458	18.1	778	0.51	1233	i	0.4	i	-1.7
